KCNH2 3.1 inh: blocks the human KCNH2 3.1 channel isoform; AID 720553; 340,000 compounds, 0.95% hits; activity change, % (tested at about 1.8 µM); U2OS KCNH2 3.1, thallium flux FluxOr; hits give low values;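 active = maximum activity change below -70%; inconclusive = maximum activity change from -70% to -50%; inactive = maximum activity change above -50%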;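 also: thallium influx rate constant from kinetic fluorescence after stimulation buffer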
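Virally transduced U2OS (3.1 isoform, 4 h infection in dark at RT) → overnight 37 C → FluxOr + Red40 in HBSS/HEPES, 45 min → stimulation buffer, 2 min kinetic read → rate constant vs DMSO controls.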
Eya2 phos inh: inhibitors of human Eya2 phosphatase activity | O00167 | recombinant Eya2, OMFP fluorescence dephosphorylation (OMFP is methylfluorescein phosphate) | Potency, µM (series often up to 76.9 µM), for the others: at the top dose activity, negative = inhibition, most hits filed as inhibitors | 330,000 compounds, 0.006% hits; also: potency is read from the fitted curve at half-maximal effect
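Eya2 protein (added as 0.2 uM solution) was preincubated with compound for 10 min at ambient temperature in 50 mM HEPES pH 7.5, 50 mM NaCl, 5 uM MgCl2, 0.05% BSA, 1 mM DTT. OMFP (added at 50 uM) then reacted 10 min; fluorescence read at 485/525 nm.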
uPA surface inh: inhibitors of cell surface uPA generation. AID 540303. cell surface uPA generation assay, qHTS. Potency, µM (series often up to 38.3 µM), for the others: at the top dose activity change, negative = inhibition, usual class: inhibitors. 330,000 compounds, 0.31% hits; active = well fitted inhibition curve with a large enough effect; inconclusive = small, poorly fitted or top-dose-only effect; inactive = no such curve, though single readings can be large or run the other way; tested in mouse RAW 264.7 cells; also: potency is read from the fitted curve at half-maximal effect; nearly all actives have a fitted effect of over 55% in size
Chronic BCR inh: inhibitors of chronic active B-cell receptor signaling; ABC-DLBCL IkBa-CBG/CBR reporter, luminescence ratio, 4 h; Potency, µM (highest dose often 46.1 µM), for the others: at the top dose ratio change, negative = lower green/red ratio, hits mostly inhibitors; 340,000 compounds, 0.05% hits; AID 493014; active = well fitted inhibition curve with a large enough effect in the signal ratio, with a control signal flat, not every such curve was filed as active; inconclusive = small, poorly fitted or top-dose-only effect, or effect the other way, or a change in a side signal; the % refers to the signal ratio;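 also: potency is read from the fitted curve at half-maximal effect; plate controls were basal doxycycline-induced cells for no effect and cells given 10 µM MG132 for full effect; MG132 reads +100%, hits lower the ratio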
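TMD8 human ABC-DLBCL cells with doxycycline-inducible IκBα–green luciferase fusion and unfused red luciferase, in 0.5% FBS medium; compounds up to 46 uM, 4 h at 37C. Green/red luminescence ratio, filter-overlap corrected, fitted to concentration-response curves.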
USP2a inh: inhibitors of human ubiquitin-specific protease USP2a; O75604; USP2 core, Ub-CHOP2 coupled fluorogenic reporter, 485/531; Potency, µM (top dose mostly 38.3 µM), for the others: at the highest dose activity change, negative = inhibition, usual class: inhibitors; 330,000 compounds, 0.01% hits; AID 463254;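 also: potency is read from the fitted curve at half-maximal effect; plate controls were DMSO wells for no effect and full inhibition by NEM control for full effect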
Target sequence (O75604 whole entry, looked up): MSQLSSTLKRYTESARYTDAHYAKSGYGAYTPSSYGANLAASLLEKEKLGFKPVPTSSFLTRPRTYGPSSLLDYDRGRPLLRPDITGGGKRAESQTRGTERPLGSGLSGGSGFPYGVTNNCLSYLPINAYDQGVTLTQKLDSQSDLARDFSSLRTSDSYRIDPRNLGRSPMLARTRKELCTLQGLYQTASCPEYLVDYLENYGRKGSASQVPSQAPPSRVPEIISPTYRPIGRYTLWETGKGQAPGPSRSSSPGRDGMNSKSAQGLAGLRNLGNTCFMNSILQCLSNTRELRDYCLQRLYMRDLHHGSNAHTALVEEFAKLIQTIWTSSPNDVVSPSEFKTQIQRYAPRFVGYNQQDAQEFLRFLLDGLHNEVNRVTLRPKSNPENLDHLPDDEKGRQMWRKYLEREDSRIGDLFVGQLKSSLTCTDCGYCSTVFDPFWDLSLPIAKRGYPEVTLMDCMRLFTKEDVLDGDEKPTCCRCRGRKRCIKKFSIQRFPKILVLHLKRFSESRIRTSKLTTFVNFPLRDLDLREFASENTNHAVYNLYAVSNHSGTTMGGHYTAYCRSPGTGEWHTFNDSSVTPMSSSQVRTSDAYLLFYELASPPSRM
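USP2 core (10nM final) preincubated 30min RT with compound in 20mM Tris-HCl pH 8.0, 2mM CaCl2, 2mM beta-mercaptoethanol, 0.05% CHAPS; 25nM Ub-CHOP2 plus 25nM reporter substrate added, fluorescence (Ex485/Em531) read after 60min.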
KCNH2 WT inh: blocks the wildtype human KCNH2 potassium channel; U2OS, BacMam KCNH2, thallium flux FluxOr; hits give low values; AID 720551; 340,000 compounds, 0.37% hits; activity change, % at 1.84 µM;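 active = maximum activity change below -70%; inconclusive = maximum activity change between -70% and -50%; inactive = maximum activity change above -50%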
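U2OS cells transduced with wild-type KCNH2 virus are loaded with FluxOr dye for 45 min, and thallium flux is measured in kinetic reads before and after stimulation buffer. Rate constants are normalized to DMSO controls.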
PKM2 activator: activators of human pyruvate kinase M2 | Potency, µM (series often up to 57.5 µM), without a hit: at the highest dose activation, actives largely listed as activators | 260,000 compounds, 0.34% hits | purified PKM2, Kinase-Glo ATP luminescence, activation; response scale: 0% is enzyme alone, no compound | AID 1631; also: potency is read from the fitted curve at half-maximal effect; nearly all actives have a fitted effect of over 55% in size
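ATP formation by purified human PK-M2, quantified via coupled luciferase luminescence after 1 h at room temperature with 0.1 mM ADP and 0.5 mM PEP final.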
GALK inh: blocks human galactokinase activity; Purified GALK, Kinase-Glo residual ATP luminescence; P51570; Potency, µM (top dose mostly 57.5 µM), without a hit: top-dose activity change, negative = inhibition, actives largely listed as inhibitors; 270,000 compounds, 0.007% hits; also: potency is read from the fitted curve at half-maximal effect
Target sequence (P51570 whole entry, looked up): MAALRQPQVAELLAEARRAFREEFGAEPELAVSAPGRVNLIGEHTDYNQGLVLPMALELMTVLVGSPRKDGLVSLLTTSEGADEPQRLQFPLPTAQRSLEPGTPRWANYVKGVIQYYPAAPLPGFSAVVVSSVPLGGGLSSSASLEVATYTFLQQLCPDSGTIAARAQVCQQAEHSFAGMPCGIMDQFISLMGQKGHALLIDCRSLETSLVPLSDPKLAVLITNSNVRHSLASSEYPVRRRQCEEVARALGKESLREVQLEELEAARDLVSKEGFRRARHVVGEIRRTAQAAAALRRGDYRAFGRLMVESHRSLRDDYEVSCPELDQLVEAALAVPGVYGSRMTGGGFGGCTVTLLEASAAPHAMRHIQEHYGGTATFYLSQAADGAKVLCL
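Compounds were pin-transferred into ATP buffer (35 uM final), then GALK plus galactose (5 nM, 100 uM final) was added. After 1 h at room temperature, Kinase-Glo Plus was added and luminescence read after 10 min.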
B2AR arrestin: recruits beta-arrestin to the human beta2-adrenergic receptor | P07550 | beta-arrestin recruitment to beta2AR, cell-based reporter | Potency, µM (series often up to 46.1 µM), for the others: at the highest dose activation, actives largely listed as activators | 330,000 compounds, 0.02% hits;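 also: potency is read from the fitted curve at half-maximal effect; 0% = DMSO controls and full agonism = EC100 isoproterenol or metaproterenol; nearly all actives have a fitted effect of over 65% in size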
Coupling enz: counter-screen for Giardia aldolase inhibitors: coupling enzyme system; 290,000 compounds, 0.67% hits; activity change, negative = inhibition, % at 58.2 µM, hits read low; coupling enzyme system counterscreen, AmpLite Red fluorescence; in the data active = activity change below about -30%
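Activity here indicates interference with the coupling reaction, not aldolase inhibition. Compounds at 57.5 uM final met coupling enzymes for 10 min at RT; substrate and AmpLite Red detection followed, with a 525/598 nm fluorescence read after 20 min.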
Giardia killer: Giardia lamblia killing | Giardia lamblia trophozoite viability | activity change, % at 7.66 µM, hits read low | 340,000 compounds, 0.15% hits; in the data active = activity change below about -80%; inconclusive = between about -30% and that limit;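 also: parasites exposed to compound for two days anaerobically before the ATP read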
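Trophozoite viability was measured as ATP-dependent luminescence, read 15-30 min after reagent addition. Before that, parasites at 100 cells/well were exposed to compounds for 48 h, anaerobically, at 37 deg C.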
Numbers without * were called inactive; ? = inconclusive; / = no result given; & = joins results of further samples; [ ] = dose if it differs, or a comment. Unless noted, calls follow the shape of the dose curve; as a rule, active = well fitted curve in the direction sought with a large enough effect; inconclusive = small, poorly fitted or top-dose-only effect, or another doubt; inactive = no such curve, though single readings can be large; an effect the other way counts as inactive or inconclusive. Unless noted, % is scaled to controls: 0 for no effect and ±100 for the full control effect.

Below each SMILES: KCNH2 3.1 inh, Eya2 phos inh, uPA surface inh, Chronic BCR inh, USP2a inh, KCNH2 WT inh, PKM2 activator, GALK inh, B2AR arrestin, Coupling enz, Giardia killer
> Cc1ccc(C)c(S(=O)(=O)NNC(=O)Nc2ccccc2Cl)c1
    27, -3%, -20%, -2%, 1%, 10, /, 0%, -0.6%, /, -5
> Cc1ccc(NC(=O)c2cnn(-c3ccccc3)c2C)cc1C
    -3, -21%, -6%, 0%, 0%, -3, ?, 0%, -0.7%, -9, -13
> N#Cc1cccc(C#N)c1N1CCC(C#N)CC1
    -10, -5%, -3%, -10%, -13%, -1, -2%, 10%, -0.1%, 4, 7
> Cc1cc(N2CCC(C(=O)NC3CCCCC3)CC2)nc(-c2ccccc2)n1
    /, -7%, 3%, ?, 4%, 21, -16%, -1%, -0.2%, 7, 1
> CC(C)CCn1c(CN(C)Cc2ccccc2)nc2c1c(=O)n(C)c(=O)n2C
    -6, -1%, 2%, -1%, 2%, -2, 0%, 5%, -0.8%, 1, -12
> O=C(CNCC1CCCCC1)Nc1ccc(OC(F)(F)F)cc1
    -2, 6%, 1%, ?, 0%, -12, /, 2%, 0.4%, 0, -6
> COC(=O)c1ccc(C23CC4(C2)[C@H](CN(Cc2cccnc2)[C@@H]4c2ccccc2)C3c2ccccc2)cc1 (some centres not stated)
    -5, ?, -2%, 4%, -2%, 10, -3%&-1%, -1%, -0.3%, -6&3, -20
> COc1ccccc1NC(=O)C(C)OC(=O)CCNS(=O)(=O)c1ccc(C)c(C)c1 (configuration not stated)
    -3, 1%, -5%, ?, 0%, 13, /, /, 0.0%, /, 6
> CCc1cc(=O)n2[nH]c(C)c(-c3ccc(OC)cc3)c2n1
    1, 15%, 3%, ?, 2%, 1, 1%[11.5 µM], -3%, -0.2%, 0, -6
> COc1cc(NC(=O)CSc2nc(C)c(C)c(C)n2)cc(OC)c1
    -9, 9%, -5%, -6%, 0%, -12, 7%, 0%, -0.4%, 0, -28
> O=c1ccc(-c2ccc(S(=O)(=O)N3CCN(c4ccccc4)CC3)o2)n[nH]1
    0, -2%, 0%, 1%, 1%, 2, /, 2%, 6.6%, /, -4
> CCCCCCC(=O)Nc1ccc(C(=O)N/N=C/c2cccnc2)cc1
    -24, 0%, -5%, 0%, 5%, -9, 0%, /, 0.0%, 3, -12
> CCn1c(N2CCN(CC(=O)c3ccc(OC)cc3)CC2)nc2ccccc21
    -6, 7%, 2%, 0%, 1%, 9, 0%, -1%, 0.1%, 6, 0
> CC(C)[C@H](NC(=O)[C@@H]1Cc2ccccc2CN1C(=O)OC(C)(C)C)C(=O)NCC1CCC(C(=O)O)CC1 (some centres not stated)
    3, 1%, 0%, -23%, 2%, -1, 1%, -3%, 0.7%, 0, -8
> NS(=O)(=O)c1ccc(CCNC(=O)C2CCCN2C(=O)OCc2ccccc2)cc1 (configuration not stated)
    -8, -4%, -9%, 6%, 2%, 7, -9%, 1%, -0.1%, 3, ?
> O=c1[nH]c(/C=C\c2ccc(O)c(Cl)c2)nc(O)c1[N+](=O)[O-]
    11, 3%, 10%, ?, 0%, -3, /, /, -0.1%, 4, 14
> COc1ccc(-n2nc(C(=O)NCC(=O)N3CCN(Cc4ccccc4)CC3)c3ccccc3c2=O)cc1
    -19, 1%, -3%, 1%, 3%, -5, 7%, 4%, -0.2%, 0, 8
> COCCn1c(SCC(=O)N2CCCc3ccccc32)nc2c(c1=O)SC(C)C2 (configuration not stated)
    3, -2%, 6%, ?, 0%, -1, -7%, 0%, -0.2%, -3, 12
> CN(C)c1nc(-c2ccccc2)c2cnn(Cc3ccccc3)c2n1
    -5, 10%, -2%, 3%, 2%, 5, -8%, 2%, 0.3%, 2, 11
> CNC(=S)N(Cc1ccco1)Cc1cc2cc(OC)ccc2[nH]c1=O
    -6, -1%, -8%, -22%, 1%, -8, -8%, 1%, -0.8%, -1, 10
> CCCOC(=O)c1c(N)sc2c1CCC2
    -2, -6%, 1%, 0%, 1%, -11, 5%, -1%, -0.8%, -1, -6
> COc1cccc(-c2nnc(SCC(=O)N3CC(C)CC(C)C3)o2)c1 (configuration not stated)
    13, 5%, -5%, 30%, 2%, 3, -6%, 0%, -0.6%, 0, -14
> Clc1ccc(N=C2SCC3CCCCN23)cc1 (configuration not stated)
    7, -6%, 2%, ?, -12%, -6, -5%, 1%, -0.5%, 1, -15
> Cc1ccccc1-c1nnc(SCc2ccccc2F)o1
    6, -13%, /, ?, 1%, -18, -1%, 0%, 0.1%, 1, -5
> O=C(Nc1nn[nH]n1)c1cc(-c2ccc(Cl)c(Cl)c2Cl)nc2ccccc12
    -1, 9%, 11%, -1%, 0%, -11, -13%, 1%, -0.5%, -2, -17
> Cc1cc(C(=O)OCC(=O)NC(C)(C)C)c2ccccc2n1
    -3, 14%, /, 0%, -2%, -7, 2%, 2%, 0.5%, -1, 0
> C/C(=N/NC(=O)Cn1nc2ccccc2n1)c1ccc(F)cc1
    13, -16%, -3%, ?, -1%, 38, -16%, 3%, 0.3%, 1, -6
> Cc1ccc(S(=O)(=O)N2CCC(c3nc4c(nnn4Cc4ccccc4)c(=O)[nH]3)CC2)cc1
    -6, ?, 3%, ?, 0%, 6, 2%, 4%, -0.7%, -2, -11
> O=C(NCC(c1ccc(F)cc1)N1CCOCC1)c1nn(-c2ccccc2)c(=O)c2ccccc12 (configuration not stated)
    -3, 0%, -2%, 0%, 1%, 7, /, /, 0.4%, /, 6
> Cn1c(SCC(=O)N/N=C/c2ccc(O)c(O)c2)nc2ccccc21
    -11, ?, ?, ?, -1%, -9, ?, /, -0.8%, -8, -9

Five records drawn at random from those above, as already listed:
Below each SMILES: KCNH2 3.1 inh, Eya2 phos inh, uPA surface inh, Chronic BCR inh, USP2a inh, KCNH2 WT inh, PKM2 activator, GALK inh, B2AR arrestin, Coupling enz, Giardia killer
> CC(C)[C@H](NC(=O)[C@@H]1Cc2ccccc2CN1C(=O)OC(C)(C)C)C(=O)NCC1CCC(C(=O)O)CC1 (some centres not stated)
    3, 1%, 0%, -23%, 2%, -1, 1%, -3%, 0.7%, 0, -8
> Cc1ccccc1-c1nnc(SCc2ccccc2F)o1
    6, -13%, /, ?, 1%, -18, -1%, 0%, 0.1%, 1, -5
> N#Cc1cccc(C#N)c1N1CCC(C#N)CC1
    -10, -5%, -3%, -10%, -13%, -1, -2%, 10%, -0.1%, 4, 7
> Cc1ccc(C)c(S(=O)(=O)NNC(=O)Nc2ccccc2Cl)c1
    27, -3%, -20%, -2%, 1%, 10, /, 0%, -0.6%, /, -5
> COc1ccc(-n2nc(C(=O)NCC(=O)N3CCN(Cc4ccccc4)CC3)c3ccccc3c2=O)cc1
    -19, 1%, -3%, 1%, 3%, -5, 7%, 4%, -0.2%, 0, 8

The list continues.
canonical_smiles,KCNH2 3.1 inh,Eya2 phos inh,uPA surface inh,Chronic BCR inh,USP2a inh,KCNH2 WT inh,PKM2 activator,GALK inh,B2AR arrestin,Coupling enz,Giardia killer
CN(CC(=O)Nc1c(Cl)cccc1Cl)C(=O)c1cccn1C,-10,4%,-7%,1%,1%,-2,-3%,8%,-1.1%,/,-14
CC1CC1C(=O)OCC(=O)N(C)c1c(N)n(Cc2ccccc2)c(=O)[nH]c1=O (configuration not stated),-3,29%,0%,-12%,1%,-4,/,/,-0.4%,/,10
Fc1ccc(C2=Nn3c(Cc4ccccc4F)nnc3SC2)cc1,19,-42%,1%,-15%,0%,0,-1%,-1%,-0.5%,1,2
Nc1ccc(CN2CCOCC2)cc1,0,-8%,2%,?,1%,0,-7%,4%,-0.2%,1,-6
N#C/C(=N\Nc1ccc(S(=O)(=O)N2CCCCC2)cc1)C(N)=S,1,-5%,-9%,?,5%,0,-8%,-3%,-0.5%,3,1
Cc1cc(=O)[nH]c(SCC(=O)Nc2cccc3ccccc23)c1C#N,24,1%,/,?,1%,/,?,0%,0.3%,0,8

Screens deposited in PubChem BioAssay by National Center for Advancing Translational Sciences (NCATS).
